FBPA coupling cs = inhibits coupling enzyme system, counter-screen for aldolase hits | 290,000 tested, 0.67% active | activity change, negative = inhibition, % at 58.2 µM, hits read low | coupling enzyme system counterscreen, AmpLite Red fluorescence | AID 2472; in the data active = activity change below about -30%; note: % is set by controls: 0 for no effect and ±100 for the full control effect
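Coupling enzymes only (glyceraldehyde-3-phosphate) + compound, at 57.5 uM final, 10 min RT; add substrate/coupling/AmpLite Red mix, 20 min RT; fluorescence ex 525/em 598 nm. Actives flag coupling-system interference.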
hERG WT inh = inhibitors of human wildtype KCNH2 potassium channel | Q12809 | U2OS, BacMam KCNH2, thallium flux FluxOr; hits give low values | activity change, % at 1.84 µM | 340,000 tested, 0.37% active | AID 720551;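 active = maximum activity change below -70%; inconclusive = maximum activity change between -70% and -50%; inactive = maximum activity change above -50%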; note: % is set by controls: 0 for no effect and ±100 for the full control effect
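U2OS cells transduced with wild-type KCNH2 virus are loaded with FluxOr dye for 45 min, and thallium flux is measured in kinetic reads before and after stimulation buffer. Rate constants are normalized to DMSO controls.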
TCR act = T cell receptor activation; primary human leukocytes, anti-CD3, IL-2 HTRF, 48 h; Potency, µM (top dose mostly 9.22 µM), inactives show at the top dose activation of IL-2 secretion, most hits filed as activators; 330,000 tested, under 10 active; note: % of control where 0% means no effect
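Primary human leukocytes incubated 48 hr with anti-CD3 beads plus compound, without co-stimulation. Secreted IL-2 measured by HTRF (europium cryptate/d2 anti-IL-2 pair, 320 nm excitation, 665 nm emission).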
GALK inhibitor = blocks human galactokinase activity | P51570 | Potency, µM (series often up to 57.5 µM), inactives show top-dose activity change, negative = inhibition, actives largely listed as inhibitors | Purified GALK, Kinase-Glo residual ATP luminescence | 270,000 tested, 0.007% active; note: potency is the fitted concentration of half-maximal effect; % is set by controls: 0 for no effect and ±100 for the full control effect
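Compounds were pin-transferred into ATP buffer (35 uM final), then GALK plus galactose (5 nM, 100 uM final) was added. After 1 h at room temperature, Kinase-Glo Plus was added and luminescence read after 10 min.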
Giardia kill = kills Giardia lamblia | Giardia lamblia trophozoite viability | activity change, % at 7.66 µM, hits read low | 340,000 tested, 0.15% active | AID 540267; in the data active = activity change below about -80%; inconclusive = between about -30% and that limit;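 note: parasites exposed to compound for two days anaerobically before the ATP read; % is set by controls: 0 for no effect and ±100 for the full control effect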
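Killing of trophozoites was scored by loss of ATP luminescence after a 48 hrs anaerobic exposure to compounds at 37 deg C, using 100 cells per well.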
A-T KAP1 phos = potential ataxia-telangiectasia treatments restoring KAP-1 phosphorylation; […] A-T fibroblasts, KAP-1 phosphorylation AlphaLISA; neocarzinostatin DNA damage 30 min before lysis; 320,000 tested, 0.19% active; AID 485349; Potency, µM (series often up to 57.5 µM), without a hit: at the highest dose activation, hits mostly activators; note: potency is the fitted concentration of half-maximal effect; % of control where 0% means no effect; nearly all actives have a fitted effect of over 45% in size
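ATM-like activity read as KAP-1 phosphorylation via AlphaLISA donor/acceptor antibody pairs after lysis and 6 hr at 25C. Cells were ATM-null patient fibroblasts ([…], hTERT), dosed 60 min, then exposed to the DSB inducer NCS for 30 min.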
MLL CXXC-DNA inh = MLL CXXC-DNA interaction inhibition; Q03164; MLL-CXXC / FITC-HOXA9 DNA fluorescence polarization; Potency, µM (doses to about 115 µM), without a hit: at the top dose activity change, negative = inhibition, actives largely listed as inhibitors; 290,000 tested, 0.037% active; active = well fitted inhibition curve with a large enough effect in the polarisation, with a control signal flat, not every such curve was filed as active; inconclusive = small, poorly fitted or top-dose-only effect, or effect the other way, or a change in a side signal; inactive = no such curve, though single readings can be large or run the other way; the % refers to the polarisation; note: potency is the fitted concentration of half-maximal effect
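Purified MLL-CXXC (added from a 7 uM solution) was preincubated 5 min at ambient with pinned compounds in 50 mM Tris-HCl pH 7.5, 50 mM NaCl, 1 mM DTT, 0.05% BSA. Fluorescein-labeled HOX-A9 DNA (50 nM solution) followed, 30 min, then polarization read.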
TSHR antag = blocks TSH signaling through the human TSH receptor; 330,000 tested, 0.2% active; P16473; TSHR-expressing cells, TSH-stimulated cAMP HTRF, 2 h; hits give low values; AID 504810; activity change, negative = inhibition, % at 11.5 µM;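 active = activity change below a set negative limit, meaning inhibition stronger than a set level, cut at about -70% in these data; inconclusive = activity change between two set negative limits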; note: % is set by controls: 0 for no effect and ±100 for the full control effect
Target sequence (P16473 whole entry, looked up): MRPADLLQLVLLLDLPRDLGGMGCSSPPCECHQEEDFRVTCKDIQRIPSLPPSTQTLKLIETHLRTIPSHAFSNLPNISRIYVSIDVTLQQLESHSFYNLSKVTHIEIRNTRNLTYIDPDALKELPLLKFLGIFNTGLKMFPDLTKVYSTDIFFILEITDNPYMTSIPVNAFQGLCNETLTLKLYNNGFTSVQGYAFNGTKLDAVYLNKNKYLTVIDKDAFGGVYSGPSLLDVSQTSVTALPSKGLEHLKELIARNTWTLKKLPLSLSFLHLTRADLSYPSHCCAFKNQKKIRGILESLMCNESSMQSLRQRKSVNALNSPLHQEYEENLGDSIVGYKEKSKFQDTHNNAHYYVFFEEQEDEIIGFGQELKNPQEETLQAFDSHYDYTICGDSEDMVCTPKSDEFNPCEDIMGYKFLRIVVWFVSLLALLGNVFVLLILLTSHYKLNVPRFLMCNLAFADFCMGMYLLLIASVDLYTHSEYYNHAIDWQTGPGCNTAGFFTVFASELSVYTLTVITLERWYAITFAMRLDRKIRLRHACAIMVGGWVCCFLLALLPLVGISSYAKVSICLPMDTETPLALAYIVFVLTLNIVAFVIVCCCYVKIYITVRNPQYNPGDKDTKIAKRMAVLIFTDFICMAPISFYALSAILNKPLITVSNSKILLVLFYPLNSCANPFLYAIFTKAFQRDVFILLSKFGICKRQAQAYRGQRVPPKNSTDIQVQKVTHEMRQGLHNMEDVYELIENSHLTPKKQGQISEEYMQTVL
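Read-out is FRET at 665 nm (cryptate excitation 337 nm) from a cryptate-tagged anti-cAMP antibody, competed by cell cAMP against cAMP-d2. Compounds are tested on freshly harvested TSHR cells challenged with 4nM TSH (EC80) for 2 hours at 37 deg C.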
Tb PFK inh = inhibitors of T. brucei phosphofructokinase; O15648; T. brucei PFK, ADP-Glo luminescence; Potency, µM (series often up to 57.5 µM), without a hit: at the top dose activity, negative = inhibition, hits mostly inhibitors; 330,000 tested, 0.17% active;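 note: potency is the fitted concentration of half-maximal effect; 0% = uninhibited 1x PFK enzyme wells and -100% = no-enzyme wells; nearly all actives have a fitted effect of over 60% in size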
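PFK 1.25 nM, F6P 0.5 mM, ATP 0.1 mM, 0.1 M TEA pH 8.0, 5 mM MgCl2, 0.01% Tween20, 0.1% BSA; 45 min RT. ADP-Glo readout. qHTS titration up to 57 uM; curves fitted, compounds curve-classed.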
BCR signal inh = chronic active BCR signaling inhibition; 340,000 tested, 0.05% active; Potency, µM (top dose mostly 46.1 µM), without a hit: top-dose ratio change, negative = lower green/red ratio, most hits filed as inhibitors; ABC-DLBCL IkBa-CBG/CBR reporter, luminescence ratio, 4 h; AID 493014; active = well fitted inhibition curve with a large enough effect in the signal ratio, with a control signal flat, not every such curve was filed as active; inconclusive = small, poorly fitted or top-dose-only effect, or effect the other way, or a change in a side signal; the % refers to the signal ratio;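 note: potency is the fitted concentration of half-maximal effect; plate controls were basal doxycycline-induced cells for no effect and cells given 10 µM MG132 for full effect; MG132 reads +100%, hits lower the ratio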
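Doxycycline induced both beetle luciferases in TMD8 lymphoma cells; IKK-driven degradation limits the IkappaBalpha-fused green signal, while red luminescence normalises for cell number and nonspecific effects. Compounds tested up to 46 uM, 4 hrs.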
Starred values were filed as active, the others as inactive; u = inconclusive; x = not tested or not shown; & = joins results of further samples; [ ] = dose if it differs, or a comment. Unless noted, calls come from the whole dose curve; as a rule, active = well fitted curve in the direction sought with a large enough effect; inconclusive = small, poorly fitted or top-dose-only effect, or another doubt; inactive = no such curve, though single readings can be large; an effect the other way counts as inactive or inconclusive.

Values run as follows: FBPA coupling cs	hERG WT inh	TCR act	GALK inhibitor	Giardia kill	A-T KAP1 phos	MLL CXXC-DNA inh	TSHR antag	Tb PFK inh	BCR signal inh
S=c1[nH]nc(-c2n[nH]c3c2CCC3)n1/N=C/C=C/c1ccco1
    0	-6	-7%	-2%	-14	-2%	-2%	-6	-17%	7%
Cc1cccc(/C(N)=N/OC(=O)c2cccc3ccccc23)c1
    x	x	x	0%	x	17%	-2%	-15	1%	6%
Cc1cnc(C(=O)OC(C(=O)c2ccccc2)c2ccccc2)cn1 (stereo not given)
    x	8	x	x	-3	3%	x	-21	1%	-1%
Cc1ccc2cc(CCNC(=O)CCCc3ccccc3)c(=O)[nH]c2c1
    x	-21	-9%	1%	-1	5%	10%	-1	0%	1%
O=C(CSc1nncs1)NCc1ccc(F)cc1
    0	-4	11%	13%	10	-2%	11%	1	0%	1%
CC1CCCC(NC(=O)C2COc3ccccc3O2)C1C (stereo not given)
    x	3	4%	x	-11	4%	x	-1	2%	u
CCCn1nnc(NC(=S)NC(=O)/C=C/c2ccco2)n1
    -3	-6	0%	-1%	8	35%	-9%	-9	-2%	1%
COc1ccc(NC(=O)CCCNC(=O)c2ccc(Cl)cc2)c(OC)c1
    2	-23	3%	-2%	-6	-3%	3%	1	7%	-5%
COC(=O)c1cc(C(C)=O)c(C)[nH]c1=O
    0	-22	4%	0%	-5	5%	2%	-6	14%	3%
COc1cc(C)nc(N2CCC(C(=O)NC3CCCCC3)CC2)n1
    -2	0	x	0%	9	x	-1%	5	-5%	u
C=CCOC(=O)C1=C(C)Nc2ncnn2C1c1cccs1 (stereo not given)
    -9	-3	x	0%	-3	-1%	-5%	-9	3%	2%
CN(C)CCCn1c2c(c(SCC(=O)Nc3ccc4c(c3)OCO4)nc1=O)CCCC2
    x	6	3%	x	-16	-4%	x	22	-5%	0%
COC(=O)c1ccccc1C(=O)N(Cc1cccnc1)CC1CCCN(C2CCCCC2)C1 (stereo not given)
    1	36	2%	0%	-13	-3%	22%	-3	13%	0%
O=C1OCc2cc(NS(=O)(=O)c3cccs3)ccc21
    7	-2	5%	-4%	-5	-1%	3%	1	22%	-2%
CCOC(=O)C(NC(=O)Nc1ccc(Cl)cn1)(Oc1ccc(F)cc1)C(F)(F)F (stereo not given)
    -2	-7	-3%[46.1 µM]	1%	1	2%	9%	2	-6%	-10%
CCOc1ccc(CNc2ccc(N3CCCC3)cc2)cc1
    -13	25	x	2%	-19	1%	-1%	-15	-1%	-2%
O=C(Nc1ccc([N+](=O)[O-])cc1)N1CCc2ccccc2C1
    0	11	x	-10%	1	-3%	-3%	25	-6%	-2%
CCOC(=O)Cc1cc(=O)n2[nH]cc(-c3ccc(Cl)cc3)c2n1
    5	-12	0%	2%	13	3%	15%	-5	-5%	9%
CCOC(=O)c1sc2ncn(C(C)C(=O)OC)c(=O)c2c1C (stereo not given)
    1	-2	9%	4%	19	-3%	2%	-3	3%	-2%
COc1ccc(C(C(=O)NC(C)(C)C)N(CCC(C)C)C(=O)CCC(=O)Nc2cc(C)on2)cc1 (stereo not given)
    1	6	-6%	-2%	0	-1%	-11%	-7	-10%	2%
COc1ccccc1-c1nnc(SCC(=O)NC2CCCCC2)n1N
    x	-4	2%	x	-11	-10%	x	2	-1%	4%
CC(C)c1nc(-c2ccccn2)no1
    0	-13	1%	6%	-8	0%	0%	3	-1%	0%
O=C(NCc1ccc2c(c1)OCO2)c1ccccn1
    -1	-9	3%[46.1 µM]	-1%	-12	0%	2%	-7	-1%	-3%
CCOc1ccccc1-n1c(SCC(N)=O)nnc1-c1ccco1
    -16	-26	3%	-2%	32[activator]	4%	0%	-7	-11%	3%
Cc1cc(OCC(=O)NN2C(=O)c3ccccc3C2=O)ccc1Cl
    7	-17	-6%	-8%	-5	-1%	-14%	-9	4%	1%
O=C1[C@H](Oc2ccccc2)[C@@H](c2ccncc2)N1c1ccncc1
    x	20	-2%[46.1 µM]	x	0	7%[11.5 µM]	x	-2	-1%	6%
CCOc1[nH]n(-c2ccc(Cl)cc2)c(=O)c1C=Nc1ccc(O)cc1
    -7	-8	-10%	4%	-4	5%	22%	-17	-1%	16%
COc1ccc(C)cc1S(=O)(=O)N(C)CC(=O)NC1CCCCC1
    2	13	14%	-1%	26	-5%	11%	-4	-12%	-6%
CCC(C)NC(=O)CSc1ncccc1C(=O)O (stereo not given)
    1	6	-25%	0%	-12	-2%	9%	1	2%	-1%
CCNC(=O)c1ccc(-n2nc(C(F)(F)F)c3c2CCCC3)cc1
    2	-25	-1%	5%	0	15%	-6%	-7	2%	-25%

The list goes on:
Values run as follows: FBPA coupling cs	hERG WT inh	TCR act	GALK inhibitor	Giardia kill	A-T KAP1 phos	MLL CXXC-DNA inh	TSHR antag	Tb PFK inh	BCR signal inh
CCOC(=O)c1oc2cc(O)ccc2c(=O)c1-c1ccc(OC)cc1
    -1	2	4%	-1%	-6	1%	0%	-5	-1%	-7%
OC(COc1cccc2ccccc12)CN1CCN(c2ccc(Cl)cc2)CC1 (stereo not given)
    1&-3	4	-5%	0%	u	9%&6%	4%&3%	7&-4	-2%&2%	-2%&-12%
COc1ccc2c(c1)C(=O)[C@@H](OC(=O)NCc1ccc3c(c1)OCO3)[C@H](c1ccc(OC)c(Br)c1)O2
    -1&2	x	x	x	x	-15%	1%	2	-1%	3%
O=C(NCc1ccc2c(c1)OCO2)c1ccc(CS(=O)Cc2cccc(Cl)c2)o1 (stereo not given)
    0	1	1%	-2%	-13	-2%	0%	-2	-16%	1%
COC(=O)C1CN(C(=O)COc2cc(C)cc(C)c2)c2ccccc2O1 (stereo not given)
    -7	-14	-2%	2%	-4	-4%	17%	-5	-3%	0%
Cc1noc(C)c1C(=O)OC(C)C(=O)Nc1ccc2c(c1)OCO2 (stereo not given)
    x	4	x	x	7	3%	x	6	4%	1%
Cc1cc(Cl)c(S(=O)(=O)N2CCN(c3ccc(F)cc3)CC2)cc1OCC(N)=O
    2	-3	11%	1%	-8	x	-5%	-3	-4%	-1%
CCC1CCCCN1C(=O)CSc1nnc(-c2cccs2)o1 (stereo not given)
    1	4	-1%	7%	-16	4%	3%	-7	3%	-2%
c1csc(C(c2nnnn2C2CCCCC2)N2CCCC3(CCCCC3)C2)c1 (stereo not given)
    2	-1	1%[46.1 µM]	1%	-12	x	1%	0	-1%	17%
O=[N+]([O-])c1cnc2ccccn12
    0	-1	-1%	x	-82*	0%	-6%	4	3%	-2%
CCOc1ccccc1NC(=O)CSc1nncc2ccccc12
    -3	1	1%	-2%	-12	-8%	-6%	3	-16%	u
Nc1cccc(-c2cc3ccccc3oc2=O)c1
    -1	-6	4%	1%	3	-9%	-18%	-2	2%	u
CCC(C)[C@H](NC(=O)Nc1ccccc1F)C(=O)O (stereo not given in full)
    1	-1	-5%	11%	6	1%	-4%	-7	1%	-12%
NC(=O)C1CCCN(C(=O)CNC(=O)C23CC4CC(CC(C4)C2)C3)C1 (stereo not given)
    x	5	2%	x	7	-2%	x	6	-10%	-11%
CCOC(=O)Nc1cc(C(=O)OC)ccc1C
    2	8	-13%	1%	8	3%	7%	-5	2%	u
CCOc1cc(/C=N/NS(=O)(=O)c2ccccc2)ccc1OS(=O)(=O)c1ccc(C)cc1
    0	1	-1%	1%	6	0%	6%	-4	4%	u
COCc1c(Br)c(C)nc(OCC(=O)O)c1C#N
    7	-25	-4%	0%	-12	4%	0%	5	-9%	3%
COc1ccc(C(=O)OCCOc2cccc(Cl)c2)cc1S(=O)(=O)N1CCOCC1
    x	-4	3%	2%	-24	1%	-1%	-18	-3%	-3%
Cc1ccc(NC(=O)CSCC(N)=O)cc1C
    1	3	-3%	2%	-27	2%	-6%	-2	-2%	1%
CCN(CC(=O)Nc1c(F)cccc1F)C(=O)/C=C/c1ccc(C)cc1
    x	3	x	x	7	-3%	x	9	4%	u
CCN(Cc1nc2cc(Cl)ccc2c(=O)[nH]1)C(=O)c1cccc(NC(=O)c2cccs2)c1
    x	-5	-1%	x	7	-8%	x	-10	-2%	-3%
COc1ccc(NC(=O)CSc2nnc(-c3cccs3)n2N)cc1S(N)(=O)=O
    x	-3	-1%[46.1 µM]	x	3	0%	x	19	-4%	4%
COc1ccc(C)cc1NC(=O)c1nn(C)cc1Br
    2	3	6%	3%	-17	0%	14%	2	-4%	u
Clc1cccc(-c2nc(NCC3CCCO3)c3ccccc3n2)c1 (stereo not given)
    -2	4	0%	7%	2	3%	-2%	-4	-3%	u

High-throughput results from PubChem BioAssay.

Rows were taken by chance; 1.6% or so of the library scored in one or more.
